Screens (PubChem)
WRN inhibitor: blocks human WRN helicase. AID 651768. WRN helicase unwinding, fluorescent forked duplex, kinetic. actives 0.46% (n = 360,000). Potency, µM (doses to about 114 µM), without a hit: at the top dose activity change, negative = inhibition, hits mostly inhibitors. Q14191; note: potency is the fitted concentration of half-maximal effect; % is set by controls: 0 for no effect and ±100 for the full control effect; nearly all actives have a fitted effect of over 55% in size
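Screening of the MLSMR collection measured strand separation of a quenched forked DNA duplex (100 nM) by 20 nM WRN with 2 mM ATP, all final. Compounds were preincubated with enzyme 15 min at room temperature.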
PLK1 PBD block: PLK1 (human) polo-box domain binding inhibition. Plk1 PBD binding of FITC phosphopeptide, fluorescence polarization. Potency, µM, for inactives: max response, negative = inhibition, usual class: inhibitors. actives 2.8% (n = 360,000). AID 720504; note: potency is the fitted concentration of half-maximal effect; series mostly up to about 57 µM; % is set by controls: 0 for no effect and ±100 for the full control effect; nearly all actives have a fitted effect of over 65% in size
Target sequence (P53350 whole entry, looked up, the tested form may be a part): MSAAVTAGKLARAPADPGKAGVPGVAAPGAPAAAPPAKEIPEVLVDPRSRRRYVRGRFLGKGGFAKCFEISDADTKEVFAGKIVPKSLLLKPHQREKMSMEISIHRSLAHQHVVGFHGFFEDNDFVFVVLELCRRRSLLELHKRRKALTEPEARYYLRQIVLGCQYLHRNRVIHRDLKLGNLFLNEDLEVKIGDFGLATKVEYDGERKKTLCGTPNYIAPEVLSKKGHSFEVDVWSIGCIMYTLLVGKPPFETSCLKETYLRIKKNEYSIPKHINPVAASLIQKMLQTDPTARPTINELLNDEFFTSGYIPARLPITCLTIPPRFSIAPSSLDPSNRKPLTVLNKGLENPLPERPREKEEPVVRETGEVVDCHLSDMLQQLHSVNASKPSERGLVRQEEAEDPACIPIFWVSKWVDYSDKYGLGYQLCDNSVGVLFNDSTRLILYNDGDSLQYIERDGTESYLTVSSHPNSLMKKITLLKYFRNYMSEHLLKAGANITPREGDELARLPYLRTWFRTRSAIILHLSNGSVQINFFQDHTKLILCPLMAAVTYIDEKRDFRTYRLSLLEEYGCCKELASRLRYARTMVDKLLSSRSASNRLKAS
EPAC1 ag: activates human EPAC1 exchange factor | O95398 | EPAC1 agonist qHTS, biochemical assay; response scale: 100% = response to 6.5 mM cAMP | Potency, µM (titrated, usually from 154 µM), inactives show top-dose activation, actives largely listed as activators | actives 0.073% (n = 360,000) | AID 720707; note: potency is the fitted concentration of half-maximal effect; nearly all actives have a fitted effect of over 60% in size
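EPAC1 100 nM, Rap1B–BODIPY-GDP 250 nM, unlabeled GDP 50 uM; compound titration; 5 min RT; kinetic read ex480/em540 at 5-min intervals ×30 min; data normalized to 6.5 mM cAMP agonist control.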
CCT modulator: cytosolic chaperonin activity modulation | purified chaperonin ATPase assay, HTRF ADP detection, 30 min | activity change, % (no concentration beside the values), hits read low | actives 0.3% (n = 360,000); in the data active = activity change below about -30%; note: % is set by controls: 0 for no effect and ±100 for the full control effect
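First, chaperonin was dispensed at 40 nM or 20 nM final depending on batch activity. Next, compounds were pinned at 76 uM and ATP added at 10 uM. After 30 min at 37 °C, ADP detection reagents ran 30 min at ambient temperature.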
IL2 activator: activates IL-2 in a cell-based reporter assay. IL-2 activation reporter assay, cell-based qHTS; stimulated with anti-CD3/CD4/CD28 beads; in transgenic mouse T cells. activation, % (series mostly up to about 46 µM). actives 0.065% (n = 360,000); in the data active = activation above about 50%; inconclusive = mostly about 30% to 49%; note: 0% is about no effect
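EGFP and DsRed fluorescence is measured by plate cytometry in unstimulated transgenic mouse T cells exposed to compound for 60 minutes, then stimulated 18 hours at 37 degrees C with anti-CD3/anti-CD4 beads plus anti-CD28.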
EPAC1 antagonist: antagonists of human EPAC1. Potency, µM (series often up to 115 µM), without a hit: at the top dose activity change, negative = inhibition, actives largely listed as inhibitors. EPAC1 GEF assay, Rap1b-BODIPY-GDP exchange fluorescence. AID 720709. O95398. actives 0.14% (n = 360,000);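 note: potency is the fitted concentration of half-maximal effect; plate controls were vehicle for no effect and positive control for full effect; nearly all actives have a fitted effect of over 50% in size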
PI5P4K alpha inh: blocks human PI5P4K alpha kinase activity; actives 1.2% (n = 330,000); PI5P4Kalpha enzyme, ADP-Glo luminescence, 60 min; active compounds read low; P48426; AID 652105; max response, %; active = max response of -50% or lower; inconclusive = between -30% and -50%; inactive = -30% or higher; note: value at the top dose of about 77 µM; % is set by controls: 0 for no effect and ±100 for the full control effect
Target sequence (P48426 whole entry, looked up): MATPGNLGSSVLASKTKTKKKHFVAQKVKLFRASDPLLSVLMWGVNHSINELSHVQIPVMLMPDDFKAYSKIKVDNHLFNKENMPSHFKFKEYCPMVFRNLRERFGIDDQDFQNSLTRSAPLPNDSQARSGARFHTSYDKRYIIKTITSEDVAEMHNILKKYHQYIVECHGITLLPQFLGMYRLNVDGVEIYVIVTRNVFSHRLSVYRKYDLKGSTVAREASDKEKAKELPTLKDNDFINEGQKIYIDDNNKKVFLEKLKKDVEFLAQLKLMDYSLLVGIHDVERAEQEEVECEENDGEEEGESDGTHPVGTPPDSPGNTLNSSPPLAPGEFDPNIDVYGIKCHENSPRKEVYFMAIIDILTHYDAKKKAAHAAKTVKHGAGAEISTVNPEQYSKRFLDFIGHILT
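Reactions run in 0.038 M HEPES pH 7.4, 0.28 mM EGTA, 0.1% CHAPS and 5% DMSO, with PI5P4Kalpha, substrate, compound and 5 microM ATP final, one hour at room temperature. Readout is ADP-Glo luminescence.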
EPAC2 agonist: agonists of human EPAC2 (RAPGEF4); Q8WZA2; EPAC2 activation, biochemical qHTS; response scale: 100% = 6.5 mM cAMP response; Potency, µM (series often up to 154 µM), for the others: at the top dose activation, actives largely listed as activators; actives 0.079% (n = 360,000); AID 720711; note: potency is the fitted concentration of half-maximal effect; nearly all actives have a fitted effect of over 50% in size
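In this primary screen, activation is scored as increased exchange of BODIPY-GDP from Rap1B by 100 nM EPAC2, with 50 uM GDP as competitor. Signal is normalized to the 6.5 mM cAMP agonist control.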
The depositor's hits bear a star; u = inconclusive; x = no result given; [ ] = remark or other dose. Unless noted, calls come from the whole dose curve; as a rule, active = well fitted curve in the direction sought with a large enough effect; inconclusive = small, poorly fitted or top-dose-only effect, or another doubt; inactive = no such curve, though single readings can be large; an effect the other way counts as inactive or inconclusive.

molecule	WRN inhibitor	PLK1 PBD block	EPAC1 ag	CCT modulator	IL2 activator	EPAC1 antagonist	PI5P4K alpha inh	EPAC2 agonist
COc1ccc(CN(C)CC(=O)Nc2cccc3ccccc23)cc1F	5%	-1%	3%	1.4	-0.1	22%	-2	18%
Cc1cc(C)nc(NC(=O)c2cnc3sccn3c2=O)n1	0%	2%	-12%	0.5	-2.3	4%	1	5%
CC(C)N1CCN(Cc2cc3ccccc3[nH]2)CC1CCO (stereo not drawn)	-26%	-4%	0%	-0.7	0.7	3%	1	-2%
Cc1noc(C)c1S(=O)(=O)Nc1ccc(C(=O)NCc2ccccc2)cc1	-5%	3%	2%	1.7	0.9	-5%	-3	-2%
CCc1ccc(S(=O)(=O)Nc2c(C)n(C)n(-c3ccccc3)c2=O)cc1	3%	-4%	17%	-0.6	-1.9	-8%	8	1%
CC(=O)Nc1cccc(NC(=O)CS(=O)(=O)c2cn(CC(=O)N3CCOCC3)c3ccccc23)c1	5%	-2%	4%	-0.2	-2.3	3%	-2	2%
COc1cccc(NC(=O)CSc2nc(O)c(C)c(=O)n2-c2ccc(C)cc2)c1	u	u	-3%	-0.2	-1.3	-2%	0	7%
CCCn1c2ccc(F)cc2c2nnc(SCCN3CCOCC3)nc21	-7%	u	-4%	-0.8	-1.5	11%	-6	-2%
COc1ccc(CN2CCCC(C(=O)N3CCCC3)C2)c(OC)c1OC (stereo not drawn)	0%	0%	-7%	0.3	0.6	-2%	-1	-12%
O=[N+]([O-])c1ccccc1S(=O)(=O)N1CCN(C2CCN(Cc3ccccc3)CC2)CC1	u	-7%	-6%	-5.1	-4.0	-24%	-1	4%
CCOC(=O)c1sc(NC(=O)c2cccc(S(=O)(=O)N(CC)CC)c2)cc1C	-3%	1%	-6%	-3.4	3.3	-1%	x	-14%
COc1ccccc1NC(=O)N1CCN(c2cc(-c3ccccc3)nc3ncnn23)CC1	-16%	-3%	5%	-1.1	0.3	3%	x	3%
COc1cc(/C=C/c2nc3ccccc3s2)cc(OC)c1O	-7%	33%[activator]	13%	-0.5	-1.3	8%	-5	18%
Nc1c(-c2ccccc2)cnc2ncnn12	11%	0%	-6%	1.0	-2.3	2%	-15	-2%
CCCCC1CCc2[nH]nc(C(=O)O)c2C1 (stereo not drawn)	11%	-17%	2%	-2.6	0.7	2%	-6	-1%
N#Cc1cc2ccccc2nc1N	6%	-13%	7%	0.3	-2.9	-24%	1	14%
C/C(CCc1ccccc1)=N\NC(=O)C(=O)Nc1cccc(Cl)c1	1%	-11%	-4%	-0.1	-0.6	-14%	-6	12%
COCCCNc1nc2ccccc2nc1NS(=O)(=O)c1ccc(Cl)cc1	-4%	-24%	-2%	0.6	0.6	-16%	0	-2%
O=C(CNC(=O)c1ccc(Br)o1)NCc1ccc2c(c1)OCO2	-7%	-9%	-7%	3.8	0.4	-6%	2	9%
O=C(Nc1ccc(S(=O)(=O)N2CCCCC2)cc1)c1ccccc1F	2%	-1%	5%	-0.3	0.7	-7%	-3	9%
CC(=O)c1c(C)[nH]c(C(=O)OCC(=O)Nc2sc3c(c2C#N)CCC(C)C3)c1C (stereo not drawn)	-14%	u	-3%	1.3	-2.7	-27%	u	-18%
Fc1ccc(-c2cn(-c3ccccc3)c3[n+]2CCS3)cc1	-2%	-5%	9%	1.0	-0.5	8%	-9	10%
CCCCCOc1ccc(C(=O)Nc2ccc(S(=O)(=O)Nc3cc(C)on3)cc2)cc1	-3%	-13%	0%	-2.2	0.2	-17%	3	4%
COc1ccc(-n2c(SCC(=O)NCC3CCCO3)nc3n[nH]c(C)c3c2=N)cc1 (stereo not drawn)	-10%	-7%	7%	-3.4	-0.7	-6%	0	8%
C/C(=N/NS(=O)(=O)c1ccc(C)cc1)c1cccc(NC(=O)c2cccc(Cl)c2)c1	-32%	-10%	22%	2.7	0.2	-28%	1	14%
COc1ccc(C(=O)Oc2c(CN3CCOCC3)cc(Cl)c3cccnc23)cc1	-2%	0%	3%	-3.4	-0.2	-1%	0	-15%
Cc1csc(SCC(=O)Nc2cc(S(=O)(=O)N3CCCC3)ccc2Cl)n1	-10%	1%	9%	-6.2	-1.5	2%	-5	1%
CN[C@@H]1CC[C@H](c2ccc(Cl)c(Cl)c2)c2ccccc21	8%	3%	1%	-3.2	-2.2	11%	-5	2%
Cc1ccc2c(c1)N(CC(=O)NCCc1c[nH]c3ccccc13)C(=O)CO2	3%	-1%	-8%	0.4	-3.3	-2%	x	-9%
CSc1ccc(CCNC(=O)C2CCCN(c3nn4c(=O)cc(C)nc4s3)C2)cc1 (stereo not drawn)	3%[57.1 µM]	-13%	2%	-5.8	3.0	6%	3	6%
COc1ccccc1/C=N/NC(=O)c1ccc(=O)n(C)c1	-36%[57.1 µM]	-8%	8%	-3.8	-1.0	-12%	2	13%
Cc1cccc(NS(=O)(=O)c2nnc(NC(=O)c3ccc(Cl)cc3)s2)c1	-7%	-25%	-16%	-5.1	-2.7	-17%	-15	3%
COc1ccc(N2CCN(C(=O)NCc3ccc(OC)c(OC)c3)CC2)cc1	7%	-9%	2%	-1.2	-1.3	0%	7	13%
Cc1cc(Br)ccc1NC(=O)c1ccc(-n2cncn2)c([N+](=O)[O-])c1	-1%	1%	-10%	-0.4	-0.9	12%	-4	-7%
CC(=O)Nc1ccc(S(=O)(=O)NCc2ccc(C(=O)NCc3ccc4c(c3)OCO4)cc2)cc1	-5%	-4%	0%	-0.8	-0.6	-21%	6	2%
CC1CN(C(=O)c2ccc(COc3ccc4ccccc4c3)o2)CC(C)O1 (stereo not drawn)	8%	-5%	-4%	0.6	1.7	-16%	0	10%
CCC1S/C(=N/N=C/c2ccco2)N(Cc2ccccc2)C1=O (stereo not drawn)	-5%	4%	17%	-0.3	-2.9	-21%	-1	11%
COc1ccccc1NS(=O)(=O)c1cccc(NC(=O)c2ccc3ccccc3n2)c1	4%	1%	4%	0.7	0.0	24%	1	2%
CC(=O)Nc1ccc(NC(=O)CN2C(=O)COc3ccc(S(=O)(=O)N4CCCCC4)cc32)cc1	0%	-19%	15%	-0.7	1.5	-1%	1	6%
Fc1cccc(Cc2c(-c3ccco3)nc3ccc(Cl)cn23)c1	-24%	24µM*	4%	0.8	-0.1	-28%	-51*	9%
O=c1oc2ccccc2c(Nc2cc3ccccc3cc2O)c1[N+](=O)[O-]	-21%	u	-3%	1.2	-0.2	u	u	5%
COc1cc(NC(=O)C2CCCN(S(=O)(=O)c3ccc4[nH]c(=O)ccc4c3)C2)cc(OC)c1 (stereo not drawn)	-9%	-4%	9%	-1.0	-1.4	4%	-7	-7%
O=C(CSc1nnc(CNC(=O)c2ccco2)o1)Nc1cccc(C(F)(F)F)c1	-5%	-12%	11%	0.2	-3.9	-2%	0	2%
CCCN(C(=O)c1cccc(S(=O)(=O)N2CCN(C)CC2)c1)c1c(N)n(Cc2ccccc2)c(=O)[nH]c1=O	-11%	-5%	-28%	-1.3	-0.7	-1%	-9	9%
CCOC(=O)/C(C#N)=C/c1ccc(OCC(=O)Nc2ccc(C)c(C)c2)c(OC)c1	3%	2%	-4%	-2.1	6.0	7%	5	-9%
Cc1cc(OCC(=O)Nc2ccc(N3CCCC3)cc2)cc(C)c1Cl	-15%	-3%	-23%	2.1	1.5	-16%	-9	-15%
CCCCN1CC(COCc2ccccc2)Oc2ccccc2S1(=O)=O (stereo not drawn)	-2%	-8%	-18%	-0.3	-0.9	-25%	-3	18%
Cn1cc(CN2C[C@]3(C)C[C@H]2CC(C)(C)C3)c(-c2ccc3c(c2)OCCO3)n1	0%	2%	-9%	-1.9	-0.4	-13%	2	2%
O=C(N/N=C1\CCCc2c1[nH]c1ccc(Cl)cc21)c1ccncc1	2%	8%	4%	-7.2	-2.7	-10%	-9	5%
O=C(O)c1ccc(CSCc2ccccc2F)o1	6%	u	6%	-3.2	-2.4	-21%	-17	-12%
CCOC(=O)N1CCN(C(=O)CN(c2ccc(OCC)cc2)S(C)(=O)=O)CC1	-1%	-6%	-1%	-5.7	-1.8	-2%	1	9%
CCOC(=O)/C(=C/c1ccc(OC(=O)c2ccccc2)cc1)C(C)=O	u	5.3µM*	-5%	2.0	-0.2	-5%	-2	-5%
CCOC(=O)c1c(C)[nH]c(C)c1C(=O)CSc1nc2ccccc2[nH]1	5%	-9%	-2%	3.0	-3.4	1%	1	0%
CCOC(=O)c1ccccc1NC(=O)c1cc2ccccc2o1	-2%	4%	7%	-1.4	-0.5	8%	22	1%
CC1CN(C(C)C)C(=S)NC1=O (stereo not drawn)	5%	4%	-13%	0.0	-1.2	-2%	12	4%
COc1ccc(/C=C(/NC(=O)c2cccc([N+](=O)[O-])c2)C(=O)O)cc1OC	-5%	-12%	-1%	-1.2	0.3	0%	-2	1%
Cc1ccccc1NC(=O)CCc1c(C)nn(-c2ccc(N3CCCCC3)nn2)c1C	4%	-9%	-10%	-2.9	-3.9	u	-7	10%
COc1ccccc1CNC(=O)C1(C)CCN1Cc1ccc(OC(F)(F)F)cc1 (stereo not drawn)	-10%	4%	-23%	-17	-0.7	-21%	18	-12%
O=S(=O)(/N=C(/c1ccccc1)N1CCOCC1)c1ccc(F)cc1F	-2%	11%	4%	-2.7	-0.3	-15%	-3	-6%
Cc1ccc(C(=O)N2CCN(C34CC5CC(CC(C5)C3)C4)CC2)o1	7%	-12%	13%	-2.1	-3.5	-4%	3	7%
O=C(Nc1ccncc1)C1CCC(CNS(=O)(=O)c2cccc3nsnc23)CC1 (stereo not drawn)	-2%	-6%	-3%	-1.3	-3.1	-13%	0	12%

2 entries drawn at random from those above:
molecule	WRN inhibitor	PLK1 PBD block	EPAC1 ag	CCT modulator	IL2 activator	EPAC1 antagonist	PI5P4K alpha inh	EPAC2 agonist
COc1ccccc1CNC(=O)C1(C)CCN1Cc1ccc(OC(F)(F)F)cc1 (stereo not drawn)	-10%	4%	-23%	-17	-0.7	-21%	18	-12%
CCOC(=O)c1c(C)[nH]c(C)c1C(=O)CSc1nc2ccccc2[nH]1	5%	-9%	-2%	3.0	-3.4	1%	1	0%

These rows are one share of the data (hit frequency here may not be typical).
